IEC-6 tox – counter-screen for KLF5 inhibitors: cytotoxicity in IEC-6 cells | IEC-6 cytotoxicity, luminescence viability | actives 0.78% (n = 290,000) | inhibition, % at 5 µM; in the data active = inhibition above about 22%;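 also: 0% = plate median of test compound wells and 100% = cytotoxic reference compound wells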
AI-2 QS mod – modulates the Vibrio harveyi AI-2 quorum sensing system; Vibrio harveyi JMH597 AI-2 luminescence/OD600 ratio, 9 h; hits give low values; strain lacks LuxN and CqsS sensors; 0 = neutral-control median; activity change, % at 7.5 µM; actives 0.4% (n = 300,000); in the data active = activity change below about -75%, passing the limit was not always enough; inconclusive = no clear call, values can overlap the other calls;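 also: luminescence divided by OD600 gain over 9 h not by final OD600 alone; inactives centre near 13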
HIF activator – HIF pathway transcriptional activation; U2OS HRE-luciferase reporter, luminescence; normalized: DMSO 0%, desferrioxamine 100%; activation, % at 7.5 µM (by protocol); actives 0.32% (n = 300,000);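 active = mean activation of at least 10% of the iron chelator positive control signal, with at least half of replicates also reaching 10%; inconclusive = mean and replicate majority disagree about reaching 10%; inactive = mean and most replicates under 10%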
GSK3A inh – inhibitors of human GSK-3 alpha kinase; P49840; ADP-Glo luminescence, 60 min; inhibition, % at 10 µM; actives 0.1% (n = 320,000);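 in the data active = inhibition above about 50%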;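 also: GST-tagged GSK-3 alpha with peptide substrate and 25 µM ATP; 0% = DMSO neutral wells and 100% = GW8510 positive control wells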
Target sequence (P49840 whole entry, looked up): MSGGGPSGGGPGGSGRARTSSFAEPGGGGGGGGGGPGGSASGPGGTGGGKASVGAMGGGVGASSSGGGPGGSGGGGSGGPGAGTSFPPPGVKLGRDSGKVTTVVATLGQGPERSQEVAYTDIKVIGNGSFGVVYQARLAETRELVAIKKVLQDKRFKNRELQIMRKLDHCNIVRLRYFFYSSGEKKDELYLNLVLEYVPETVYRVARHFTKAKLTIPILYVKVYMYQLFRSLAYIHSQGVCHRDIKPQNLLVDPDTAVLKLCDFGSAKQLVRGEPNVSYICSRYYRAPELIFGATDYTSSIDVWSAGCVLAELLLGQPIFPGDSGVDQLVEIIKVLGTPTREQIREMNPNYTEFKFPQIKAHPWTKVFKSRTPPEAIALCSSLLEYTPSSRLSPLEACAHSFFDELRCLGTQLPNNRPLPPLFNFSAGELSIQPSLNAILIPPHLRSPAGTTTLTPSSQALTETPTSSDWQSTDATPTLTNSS
HSP90 inh – blocks HSP90-mediated luciferase refolding in reticulocyte lysate | Rabbit reticulocyte lysate, luciferase refolding luminescence, 3 h | inhibition, % at 5.6 µM | actives 0.91% (n = 290,000) | AID 1789;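 active = inhibition above the screen-wide mean plus 3 SD, computed separately per campaign, cut at about 16% in these data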;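 also: 0% = DMSO wells and 100% = 60 µM geldanamycin wells; inhibitors lower the luminescence because luciferase stays unfolded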
GSK3B inh – human GSK3beta kinase inhibition. P49841. GST-GSK3beta kinase, ADP-Glo luminescence, 60 min; hits give low values. activity score (negative = inhibition), % at 10 µM. actives 0.038% (n = 300,000). AID 2097;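 active = more than half of replicate wells score below -50%, meaning over 50% inhibition versus plate controls; inconclusive = some replicates but at most half score below -50%; inactive = no replicate scores below -50%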;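 also: 0% = median DMSO wells and -100% = median GW8510 positive control wells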
Target sequence (P49841 whole entry, looked up): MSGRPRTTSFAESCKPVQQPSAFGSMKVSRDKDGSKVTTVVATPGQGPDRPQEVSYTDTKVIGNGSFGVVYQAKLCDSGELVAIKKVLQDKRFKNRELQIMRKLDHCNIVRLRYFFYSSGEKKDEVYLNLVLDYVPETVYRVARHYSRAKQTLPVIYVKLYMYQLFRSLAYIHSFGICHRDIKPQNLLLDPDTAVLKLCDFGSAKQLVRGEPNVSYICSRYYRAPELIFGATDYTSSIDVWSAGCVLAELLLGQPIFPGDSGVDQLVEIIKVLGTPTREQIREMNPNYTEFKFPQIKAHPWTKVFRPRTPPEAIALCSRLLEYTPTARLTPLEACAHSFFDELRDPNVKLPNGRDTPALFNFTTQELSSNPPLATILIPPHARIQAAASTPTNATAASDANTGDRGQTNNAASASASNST
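test system = GST-tagged human GSK3beta kinase, cell-free | reagent = 25 µM ATP with peptide substrate | dosing = one dose of 10 µM per compound | schedule = 60 min reaction, RT | detection = luminescent ADP-Glo measurement of ADP formed | control set = DMSO neutral wells and GW8510 at 20 µM as positive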
aSyn 5UTR inh – 5' untranslated region of α-synuclein, MLPCN primary screen; inhibition, % (tested at 7.5 µM); actives 0.82% (n = 300,000); alpha-synuclein 5'UTR reporter, inhibitor activity; in the data active = inhibition above about 60%; inconclusive = no clear call, values can overlap the other calls;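 also: H4 neuroglioblastoma cells stably carrying SNCA 5'UTR luciferase fusion; 0% = DMSO wells and 100% = positive control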
HSF1 inh – HSF1 inhibition; NIH3T3-HGL HSE-luciferase, MG132-induced, luminescence 8 h; hits give low values; activity change, negative = inhibition, % at 7.5 µM (by protocol); actives 0.77% (n = 300,000); AID 2098;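 active = more than half of replicate wells show activity change below -50%, luminescence cut by over half; inconclusive = some wells, but at most half, below -50%; inactive = no replicate well below -50%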;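 also: luciferase reports HSF-1 transcriptional activity via heat shock element; 0% = median of DMSO wells and -100% = zero luminescence signal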
KLF5 inhibitor – inhibitors of KLF5 expression. actives 0.23% (n = 290,000). DLD-1 KLF5 promoter-luciferase reporter, luminescence. inhibition, % at 5 µM;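 active = inhibition above a per-plate limit of that plate's mean compound inhibition plus 3 SD, cut at about 60% in these data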;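 also: 0% = DMSO wells and 100% = LY294002 at 200 µM; higher means less KLF5 promoter-driven luciferase light; inactives centre near -14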
HSF1 activator – increases HSF-1 driven luciferase reporter signal; NIH3T3-HGL HSF-1 luciferase reporter, MG132, 8 h; 100% = twice DMSO control signal; AID 504408; actives 1.7% (n = 300,000); activation, % at 9 µM;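 active = mean replicate activation of at least 50% with a set share of replicates each reaching 50%; inconclusive = only one of those two conditions met; inactive = mean below 50% and too few replicates reaching it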;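 also: 0% = median of the neutral control wells and 100% = twice that signal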
The depositor's hits bear a star; ? = inconclusive; · = not tested or not shown. Random draw from the library, and some 4.7% of all compounds hit somewhere here.

SMILES	IEC-6 tox	AI-2 QS mod	HIF activator	GSK3A inh	HSP90 inh	GSK3B inh	aSyn 5UTR inh	HSF1 inh	KLF5 inhibitor	HSF1 activator
O=C(Nc1ccc(C(=O)NCCCN2CCN(c3ccc(F)cc3)CC2)cc1)C1=CSCCO1	12	27	-0.9	1	30*	0	22	2	-9	18
c1ccc2c(c1)nc(-c1ccncc1)n2CCNc1nc(CN2CCCCC2)cs1	7	20	0.3	0	-1	1	30	5	-19	1
CN(Cc1cccs1)C(=O)CSc1nc2ccccc2[nH]1	0	8	1.8	-2	-7	1	-55	·	-31	·
CCc1c(C)nc2ncnn2c1Nc1ccc(C)cc1	10	16	-0.9	-3	-7	-6	14	-4	-14	3
Cc1n[nH]c(=S)n1/N=C/c1ccc(-c2ccccc2[N+](=O)[O-])o1	3	-5	0.1	27	1	-14	8	11	7	31
CCOC(=O)C1CCCN(C(=O)c2ccc3c(c2)NC(=O)C(N2CCOCC2)S3)C1 (centres undefined)	-1	2	4.0	-1	1	-1	2	-11	-15	-1
Nn1c(SCC(=O)NC(=O)Nc2ccc3c(c2)OCCO3)nnc1C1CC1	-9	29	0.6	18	3	-14	-96	-6	-55	0
Cc1ccc(S(=O)(=O)N(C)C)cc1NC(=O)C(C)OC(=O)c1ccc2c(c1)OCCO2 (centres undefined)	6	10	0.6	-3	0	-1	0	0	-6	6
O=C1C2CCCCC2C(=O)N1c1nccs1 (centres undefined)	2	12	-1.2	-1	-3	1	-3	1	-32	-14
Clc1ccc(-c2nc3ccccn3c2CN2CCOCC2)cc1	1	4	0.3	-3	0	10	-29	5	22	1
COc1ccccc1/C=C(/CC(=O)NCc1ccc2c(c1)OCO2)c1nc2ccccc2s1	9	1	-0.1	2	5	-4	-16	4	0	2
CN(CP(=O)(O)CCc1ccccc1)S(C)(=O)=O	0	22	-0.3	-3	1	2	16	-1	-41	-1
CC(/C=C/c1ccc2c(c1)OCO2)=N/NC(=O)c1ccncc1	-4	20	0.3	-3	-3	2	-15	-71*	-6	-76
CC(C)c1nc2c(s1)CCc1onc(-c3cccc([N+](=O)[O-])c3)c1-2	·	13	-0.5	-4	·	-5	11	16	·	8
CCc1ccccc1Nc1nc2ccccc2[nH]1	·	14	1.1	3	·	-1	-33	-11	·	-1
CNC(=O)CC1C(=O)N(c2ccc(OC)cc2)C(=S)N1NC(=O)c1cccc(F)c1 (centres undefined)	-2	6	-0.2	-1	2	0	12	16	-3	29
N/C(=N\OS(=O)(=O)c1ccccc1)c1ccccn1	-2	9	-0.9	-4	-2	7	-2	-13	-15	0
CCC(C)N(CCNC(=O)c1ccc2c(c1)NC(=O)c1ccccc1S2)C1CCCCC1 (centres undefined)	9	13	-0.3	2	0	-6	39	-8	12	1
CC(CCc1ccccc1)NC(=O)Cn1cccc1C(=O)c1ccccc1 (centres undefined)	0	11	-1.1	0	0	0	13	7	3	1
COc1ccc(C2c3[nH]c4ccccc4c3CCN2C(=O)c2cc3ncccn3n2)c(F)c1 (centres undefined)	-3	25	0.1	-2	-2	1	-8	5	3	-10
Cc1cc(S(=O)(=O)N2CCN=C2c2ccccc2)c(Cl)cc1Cl	0	19	-0.4	-2	0	3	-3	-9	-2	-4
O=C(CC(NS(=O)(=O)c1ccc(Cl)cc1)c1ccco1)NC1CCCC1 (centres undefined)	-6	-2	0.4	-3	1	1	5	1	-8	0
O=C(CCN1C(=O)c2ccccc2C1=O)NC(=S)Nc1ccccc1Cl	3	1	0.0	·	4	3	-5	3	-14	17
CSc1ccccc1C(=O)Nc1cccc(N(C)S(C)(=O)=O)c1	0	5	·	0	-2	7	-9	1	3	0
CCOC(=O)C1=C(CN2CCN(C(=O)c3ccco3)CC2)NC(=O)NC1c1ccccc1 (centres undefined)	2	28	-3.2	1	5	-5	50	-2	-38	11
CN(C)CCNc1c(N)c(=O)oc2ccccc12	3	50	-0.1	1	-3	5	7	-11	-8	1
O=C1CS/C(=C\S(=O)(=O)c2ccc(Cl)cc2)N1	-6	-4	0.0	-4	-3	-3	14	3	-42	11
CC(C)c1ccc(/C=C2\SC(=S)N(CCC(=O)NCCCn3ccnc3)C2=O)cc1	-4	-1	-1.2	-7	2	4	98*	-2	16	6
CC(NC(=O)[C@@H](C)NC(=O)[C@@H]1Cc2ccccc2CN1C(=O)OC(C)(C)C)c1ccccc1 (some centres undefined)	-2	3	0.0	-2	3	-3	1	2	-20	3
CC1(C)CC(NC(=O)c2ccccn2)CC(C)(C)N1O	8	16	-0.1	-3	2	-2	0	0	1	10
Cc1ccc([N+](=O)[O-])cc1NCC(=O)NN	-11	8	-0.4	1	0	-9	-6	2	-11	4
COC(=O)c1cnc(Oc2c(Cl)cc(N)cc2Cl)cc1C(F)(F)F	4	-4	-0.4	3	0	1	19	-4	10	-2
O=C1Nc2ccccc2Oc2cc([N+](=O)[O-])ccc21	-2	9	0.2	-2	-6	1	11	-8	-18	12
N#CCCn1cc(C(=O)Nc2ccc(C(=O)O)cc2)c(-c2ccc([N+](=O)[O-])cc2)n1	-3	19	0.0	0	-3	-1	9	-4	-23	3
COc1ccccc1C(=O)Nc1ccccc1C(=O)NCc1ccco1	3	11	0.3	1	1	0	10	4	-16	32
Cc1ccc(S(=O)(=O)/C(C#N)=C/c2c(Oc3ccc(Cl)cc3)nc3c(C)cccn3c2=O)cc1	-1	18	-0.2	-4	2	1	-39	-4	-30	1
Cc1ccc(-c2cc(C(=O)NCc3cnn(C)c3)c3cc(Br)ccc3n2)cc1	-1	24	·	-1	-5	-1	-25	·	-2	·
O=C(COc1cccnc1[N+](=O)[O-])N1N=C(c2ccc(Cl)cc2)CC1c1ccco1 (centres undefined)	-9	13	0.1	0	3	-1	4	-1	-17	-13
COc1cnc(-c2ccccn2)nc1Sc1ccc(C)cc1	9	38	0.3	-2	0	0	0	-6	-11	-13
CC(C)CC(=O)N1CCN(C(=O)c2cccc(F)c2)CC1	-6	10	-0.3	-3	-1	4	-23	-11	-16	-17
Cc1ccc(F)cc1NC(=O)C1CC(=O)N(CCc2ccccc2)C1 (centres undefined)	2	16	-0.2	1	2	2	0	0	-2	2
COc1ccc(NC(=O)C2(S(=O)(=O)c3ccc(C)cc3)CC2)cc1	-9	8	0.1	0	-5	0	4	-2	-13	2
O=C1C(Cl)=C(NCC2CCCO2)C(=O)N1c1ccccc1 (centres undefined)	0	17	-0.2	-2	-2	1	-6	4	-11	47
CCOC(=O)n1c(SCC(N)=O)nc2ccccc21	-3	14	-1.2	-1	1	-4	14	-65*	-9	-73
CC(C)(C)n1nnnc1C(c1ccccc1)N1CCc2ccccc2C1 (centres undefined)	2	23	0.3	2	0	1	9	9	-17	15

Whole records from above. Order of values: IEC-6 tox	AI-2 QS mod	HIF activator	GSK3A inh	HSP90 inh	GSK3B inh	aSyn 5UTR inh	HSF1 inh	KLF5 inhibitor	HSF1 activator
Entry for Cc1ccc(S(=O)(=O)/C(C#N)=C/c2c(Oc3ccc(Cl)cc3)nc3c(C)cccn3c2=O)cc1 : -1	18	-0.2	-4	2	1	-39	-4	-30	1
Entry for Cc1ccc([N+](=O)[O-])cc1NCC(=O)NN : -11	8	-0.4	1	0	-9	-6	2	-11	4
Entry for Cc1ccc(F)cc1NC(=O)C1CC(=O)N(CCc2ccccc2)C1 (centres undefined) : 2	16	-0.2	1	2	2	0	0	-2	2

Later entries
SMILES	IEC-6 tox	AI-2 QS mod	HIF activator	GSK3A inh	HSP90 inh	GSK3B inh	aSyn 5UTR inh	HSF1 inh	KLF5 inhibitor	HSF1 activator
CC(=O)Nc1cc(C(=O)OCc2cccc([N+](=O)[O-])c2)ccc1C	-5	23	0.1	-1	-4	-2	-13	0	-9	8
CCCS(=O)(=O)Nc1c(OC)ccc2c1c(C(=O)OCC)c(C)n2C	3	17	0.2	1	11	2	3	-8	-9	14
CC(C)(C)Nc1scc(-c2ccccc2)[n+]1-c1ccccc1	2	9	0.0	1	8	2	8	2	-44	7
Cc1ccc(N(CC(=O)NC2CCCCC2)C(=O)c2ccc(C)s2)cc1	-6	9	0.0	-1	-1	2	-34	·	9	·
COCC(C)NC(=O)C(C)N1c2cccc3cccc(c23)S1(=O)=O (centres undefined)	-6	22	-35	7	0	-1	-1	-3	-20	14
O=S(=O)(NCc1cccc(C(F)(F)F)c1)NCc1ccccc1F	4	13	-0.3	-1	-3	5	7	1	-13	1
CC(C)CNC(=O)C1Nc2ccccc2C2C=CCC12 (centres undefined)	·	16	1.0	3	·	-3	6	7	·	13
NS(=O)(=O)c1ccc(CCNC(=O)Cc2ccc(S(=O)(=O)N3CCCC3)s2)cc1	0	14	-0.7	1	1	1	-6	1	2	-1
CC(=O)c1ccc(N=Cc2c(O)n(-c3cc(Cl)ccc3N3CCOCC3)c(=O)c3ccccc23)cc1	-2	30	-0.9	0	7	2	-3	8	-8	7
CCSc1nnc(-c2ccncc2)o1	3	19	0.1	-1	4	3	-1	-2	3	-11
Cc1occc1C(=O)N/N=C/c1sc(N2CCOCC2)nc1-c1ccccc1	-4	23	-0.6	-1	2	2	19	-3	-14	4
COc1ccc(N2CCN(Cc3nc4scc(-c5ccccc5)c4c(=O)[nH]3)CC2)cc1	12	1	-0.2	-1	-2	2	10	-1	10	8
CCc1ccc(C(=O)CN2CCSC2=N)cc1	-4	20	0.5	3	5	-3	-109	13	-148	?
CCC(=O)N1CC23C=CC(CC2CC12CCCCC2)O3 (centres undefined)	-3	9	-0.1	3	3	-1	-14	5	20	31
CN(C)S(=O)(=O)c1ccc(Nc2nc(C3CC3)nc3c2nnn3Cc2ccccc2Cl)cc1	7	14	1.0	-1	-1	1	30	2	-13	1
COc1ccc(N=Nc2ccc(N)nc2N)cc1	-3	5	0.7	-1	4	-1	-68	6	-156	40
COc1ccccc1OCCNC(=O)CCNC(=O)c1ccccc1Cl	-5	6	0.1	-1	3	2	1	-2	-43	-4
CC(=O)c1sc(-c2ccccc2)cc1NS(=O)(=O)c1ccccc1	6	-13	0.6	1	5	1	-27	-2	2	-3
CCc1ccccc1NC(=O)CN1CCN(CC(=O)Nc2ccc(-c3ccccc3)cc2)CC1	1	-5	-0.6	-1	2	0	10	1	3	-10
COc1ccc(S(=O)(=O)N2CCCC2CNC(=O)C(=O)NC2CC2)cc1 (centres undefined)	·	32	0.0	0	·	1	1	-4	·	6
CCc1ccc(OCC(=O)NCCN(C)C)c(Br)c1	7	16	0.1	0	3	3	-15	15	-36	36
CCN(CCO)c1ccc(N=Nc2cc(C)[nH]n2)cc1	-5	1	-5.6	2	57*	0	102*	-34	41	-44
N/C(=N\OC(=O)Cc1cccc2ccccc12)c1ccccn1	14	18	2.4	2	0	5	-156	23	-165	15
O=C1C2CC=CCC2C(=O)N1c1ccc(Cc2ccncc2)cc1 (centres undefined)	2	1	-0.6	-1	1	1	7	-8	-14	-2
O=C1CC(c2cc3c(cc2Br)OCO3)C2=C(CCCC2=O)N1 (centres undefined)	-3	23	-0.6	·	1	2	17	-17	-29	-37
